High-throughput results (PubChem BioAssay)
Phagocytosis inh = inhibitors of macrophage phagocytosis, primary screen, imaging, J774A.1 cells, IgG beads; J774A.1 macrophage IgG-bead phagocytosis; inhibition, % at 5 µM; hit rate 0.07% among 110,000; AID 1029, 2008;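 active = inhibition above the mean of the plate negative controls plus 5 SD, cut at about 13% in these data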;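 also: phagocytic index as fraction of beads internalized from green versus red external bead signal; plate controls were DMSO negative control for no effect and cytochalasin-D positive control for full effect; some results beyond the cut were filed as inactive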
GALR2 antag = GALR2 antagonists in receptor-expressing cells, primary screen | inhibition, % at 4 µM | hit rate 0.39% among 140,000 | antagonist mode | AID 828, 2007; in the data active = inhibition above about 27%;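 also: cells stimulated with galanin 1-16 at roughly its EC80; 0% = agonist challenge control and 100% = basal control without agonist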
Target sequence (O43603 whole entry, looked up): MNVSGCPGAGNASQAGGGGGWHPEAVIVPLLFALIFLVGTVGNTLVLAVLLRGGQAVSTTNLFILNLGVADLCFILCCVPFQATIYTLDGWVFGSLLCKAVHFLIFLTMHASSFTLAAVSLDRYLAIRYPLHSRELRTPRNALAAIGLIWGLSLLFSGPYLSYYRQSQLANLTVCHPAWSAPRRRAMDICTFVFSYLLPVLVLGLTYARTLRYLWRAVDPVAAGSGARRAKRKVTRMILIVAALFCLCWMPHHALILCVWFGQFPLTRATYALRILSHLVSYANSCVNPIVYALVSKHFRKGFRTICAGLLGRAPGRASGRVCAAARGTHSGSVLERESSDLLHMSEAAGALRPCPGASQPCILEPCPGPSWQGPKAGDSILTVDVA
E-sel TNF inh = E-selectin induction blockers in HUVEC – imaging, immunofluorescence, high content, primary screen; HUVEC TNFa-induced E-selectin immunofluorescence; inhibition, % at 2 µM; hit rate 0.71% among 120,000;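 active = inhibition above the batch mean plus 3 SD, and confirmed as a hit on visual image review, cut at about 43% in these data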;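 also: 0% = TNF-stimulated DMSO wells and 100% = unstimulated control wells; not every result past the cut was called active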
NPY Y2 blocker = NPY-Y2 receptor antagonists, primary screen, cell-based | NPY-Y2 expressing cells, antagonist mode | inhibition, % at 2.7 µM | hit rate 0.99% among 140,000 | AID 793, 2007; in the data active = inhibition above about 17%;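 also: 0% = vehicle with agonist challenge and 100% = reference antagonist with challenge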
Target sequence (P49146 whole entry, looked up): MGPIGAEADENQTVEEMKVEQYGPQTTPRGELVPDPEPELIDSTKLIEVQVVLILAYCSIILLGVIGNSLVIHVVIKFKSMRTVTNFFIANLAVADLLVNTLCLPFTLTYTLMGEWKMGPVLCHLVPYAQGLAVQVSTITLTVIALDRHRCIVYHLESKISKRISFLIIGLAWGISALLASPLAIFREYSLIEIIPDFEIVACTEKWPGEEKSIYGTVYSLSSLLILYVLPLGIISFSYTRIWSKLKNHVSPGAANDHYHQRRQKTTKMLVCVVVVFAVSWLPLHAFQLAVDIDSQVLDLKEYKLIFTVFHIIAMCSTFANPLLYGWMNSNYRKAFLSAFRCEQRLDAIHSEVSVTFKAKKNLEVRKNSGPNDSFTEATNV
Measles CPE = compounds protecting cells from measles virus cytopathic effect, primary screen, measles RdRp inhibitor project, single point, MLSMR library, absorbance; Measles virus-infected cells, CPE protection; hit rate 1.5% among 140,000; protection (pct of control), % at 4 µM; AID 841, 2007; in the data active = protection mostly above about 24%, no sharp cut-off; inactive = mostly below about 26%; also: some compounds called inactive have numbers as strong as hits
MRP1 act = H69AR viability gain despite doxorubicin, primary screen, MRP-1 activator project, H69AR cells, CellTiter-Glo. hit rate 0.61% among 140,000. viability rescue. viability increase, % at 10 µM. AID 799, 2007;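 active = viability gain under doxorubicin at or above a set limit, the compound median plus 3 SD, cut at about 4.7% in these data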;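 also: MRP-1 overexpressing cells given doxorubicin 25 µM after compound pretreatment; 18-22 h compound pretreatment then 72 h with doxorubicin before readout; 0% = doxorubicin-only wells and 100% = vehicle-treated cells without doxorubicin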
PTEN del growth = growth suppression of PTEN-null HCT116, primary screen, cell-based, CellTiter-Glo; HCT116 PTEN-null viability, 60 h; active compounds read low; viability, % at 10 µM; hit rate 1.2% among 140,000;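 active = viability at or below a set limit, 4 SD under the median of all tested compounds, cut at about 3.7% in these data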;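 also: PTEN knockout HCT116 line with beta catenin targeted HCT116 as companion control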
BB579 growth dn = growth inhibitors of yeast BB579 in restrictive medium, primary screen, yeast lifespan-shortening project, S. cerevisiae; inhibition, % at 10 µM; OD615, 48 h; hit rate 0.51% among 140,000; AID 804, 2007;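 active = inhibition above a set limit, 3 SD over the mean compound inhibition, cut at about 44% in these data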; also: inactives centre near -24
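Test system: DeaD yeast strain BB579 / Buffer or medium: restrictive glucose-based CSMM-D medium / Doses: single 10 µM dose / Schedule: 4 h cell preincubation, 48 h compound exposure, 30 °C humidified / Technique: culture absorbance at 615 nm / Controls: amphotericin B positive control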
Yeast life ext = compounds extending yeast replicative lifespan, primary screen, S. cerevisiae, OD615. hit rate 0.68% among 130,000. AID 775, 2007. S. cerevisiae growth with nicotinamide; deaD strain in restrictive glucose medium. inhibition of the nicotinamide effect, % at 10 µM;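 active = inhibition above a set limit, placed 3 SD over the median of all compounds, cut at about 26% in these data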;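 also: 0% = nicotinamide-treated wells and 100% = cells grown without nicotinamide; some compounds called inactive have numbers as strong as hits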
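Material: Modified budding yeast, DeaD strain | Medium: Restrictive glucose medium | Probe or stimulus: 1.5 mM nicotinamide | Dosing: Single dose 10 µM compound, 0.25% DMSO | Times: 48 h at 30 °C | Technique: OD615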
HCT116 bCat-KO = primary screen for growth suppressors in beta-catenin knockout HCT116 cells (colon tumor, human). hit rate 1.5% among 140,000. AID 818, 2007. HCT116 beta-catenin knockout viability, CellTiter-Glo, 60 h; active compounds read low. viability, % at 10 µM;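 active = viability at or under a set limit, the compound median less 4 SD, cut at about 6% in these data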;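 also: 0% = Hyamine 1622 control at 20 µM and 100% = untreated cell control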
Active calls of the source: *; nt = not tested or not shown.

SMILES	Phagocytosis inh	GALR2 antag	E-sel TNF inh	NPY Y2 blocker	Measles CPE	MRP1 act	PTEN del growth	BB579 growth dn	Yeast life ext	HCT116 bCat-KO
CCC(Sc1nc2c(c(=O)[nH]1)CCC2)C(=O)Nc1cccc(OC)c1 (centres undefined)	-1	11	-16	3	5	-3.5	89	-47	-5	92
CCc1cc2c(=O)c(-c3cnn(-c4ccccc4)c3)c(C)oc2cc1OCC(=O)Nc1ccc(F)c(F)c1	-6	10	-45	1	11	-4.9	17	-28	1	35
CC(=O)c1sc2nc(=O)c(C)nn2c1C	3	2	0	2	15	0.5	101	-30	-4	101
O=C1OC(/C=C/c2ccc(Cl)cc2)=NC/1=C/c1ccco1	-11	12	nt	4	6	-1.6	86	-33	1	101
COc1ccc(C2C(C(=O)Nc3cccnc3)=C(C)Nc3nc(-c4ccco4)nn32)cc1 (centres undefined)	-1	5	34	1	22	-4.2	92	-40	-1	83
CCOC(=O)Nc1sc2nc(C)cc(C)c2c1-n1cccc1	-3	9	9	6	9	-5.0	70	-9	-5	70
CC(=O)Oc1cccc(N2C(=O)C3CC=C(Cl)CC3C2=O)c1 (centres undefined)	-1	0	65*	-2	5	2.2	93	-25	-19	99
COc1ccc(C(c2sc3ncnn3c2O)N2CCN(c3ccccc3F)CC2)cc1OC (centres undefined)	-2	-8	32	4	11	0.6	90	-6	-1	94
COc1ccc(OC)c(N2C(N)=NC(N)=NC23CCCC3)c1	0	4	17	0	13	-3.4	90	-9	-3	88
CC1CCN(C(=O)c2ccc(CSc3nc4ccncc4n3Cc3ccc(F)cc3)cc2)CC1	nt	-7	-17	0	5	-1.0	71	-25	2	77
COC(=O)c1cc2sccc2n1CC(=O)Nc1ccc(OC)c(OC)c1OC	0	-1	-16	1	24	-1.2	102	-64	-13	102
Fc1ccccc1N1CCN(c2cnc3ccccc3n2)CC1	1	-13	nt	10	2	0.7	71	-45	-16	75
O=C(Cc1ccc(Cl)cc1)Nc1ccc2oc(-c3ccncc3)nc2c1	0	-7	-10	4	10	-1.3	76	-51	-14	46
CC(=O)Nc1ccc(NC(=O)c2ccccc2CC[N+](=O)[O-])cc1	-2	-6	11	6	3	0.7	94	-24	10	95
COc1ccc(NC(=O)c2c(NC(=O)CNCc3ccco3)sc3c2CCC3)cc1	4	4	nt	6	5	-3.5	77	-29	-10	72
CCC1C(=O)N=C(SCC(=O)Nc2ccccc2)NC1=O (centres undefined)	nt	-3	-33	4	10	0.1	92	51*	nt	96
Cc1ccc(S(=O)(=O)N(C)C)cc1NC(=S)NC1CCCC(C)C1C (centres undefined)	2	3	4	6	28	-3.7	90	-32	-2	89
CCn1cc(C(=O)NCCCN2CC(C)CC(C)C2)c2cc(OC)c(OC)cc2c1=O (centres undefined)	nt	5	-20	5	3	-0.6	100	-61	-8	94
CCN(CC)CCOc1ccc(Br)cc1	nt	0	-4	2	8	-1.9	93	-29	-5	89
O=[N+]([O-])c1ccc(N2CCOCC2)cc1SCc1ccco1	-2	7	-6	1	10	-1.6	86	-8	-6	84
S=C(Nc1ccccc1)c1ccccn1	0	0	13	3	3	-5.9	10	7	-7	31
CC1CN(C(=O)c2ccc3c(c2)OCO3)OC(c2ccccc2)O1 (centres undefined)	nt	-5	6	5	19	-2.2	93	1	9	93
CCn1cc(C(=O)NCCCN(C)c2ccccc2)c(=O)c2cc(S(=O)(=O)N(C)C)ccc21	0	-10	-38	16	6	-1.1	72	-53	-6	77
Cc1nc(-c2c(-c3ccc(O)cc3O)noc2C(F)(F)F)cs1	0	-7	nt	5	16	1.5	92	-54	-15	93

2 consecutive records from above:
SMILES	Phagocytosis inh	GALR2 antag	E-sel TNF inh	NPY Y2 blocker	Measles CPE	MRP1 act	PTEN del growth	BB579 growth dn	Yeast life ext	HCT116 bCat-KO
O=C(Cc1ccc(Cl)cc1)Nc1ccc2oc(-c3ccncc3)nc2c1	0	-7	-10	4	10	-1.3	76	-51	-14	46
CC(=O)Nc1ccc(NC(=O)c2ccccc2CC[N+](=O)[O-])cc1	-2	-6	11	6	3	0.7	94	-24	10	95

(next part)
SMILES	Phagocytosis inh	GALR2 antag	E-sel TNF inh	NPY Y2 blocker	Measles CPE	MRP1 act	PTEN del growth	BB579 growth dn	Yeast life ext	HCT116 bCat-KO
CCCCNC(=S)Nc1cccc2cnccc12	-7	6	-19	2	9	-2.0	79	-4	-1	91
CC1(C)Cc2c(cnn2-c2ccccc2)-c2c1c1ccccc1n2CC(O)CCl (centres undefined)	nt	-7	-1	-3	24	-7.7	66	-47	nt	72
c1ccc2c(N3CCOCC3)nc(N3CCOCC3)nc2c1	nt	-1	12	0	10	-2.2	87	-33	nt	97
CCN(CC)S(=O)(=O)c1ccc(C(=O)Nc2ncn(Cc3ccccc3)n2)cc1	nt	7	nt	0	17	-0.7	86	-6	-2	88
O=C1c2ccccc2C(=O)N1CCSc1n[nH]c(=S)s1	-1	17	7	1	4	-1.0	95	-37	2	97
O=c1c2c3c(sc2n2cnnc2n1Cc1ccccc1)CN(Cc1ccccc1)CC3	1	-3	9	2	nt	nt	nt	nt	nt	nt
Cc1cc(=O)oc2cc(OCc3ccc(C(=O)OCC(=O)Nc4ccccc4OC(F)F)cc3)ccc12	-3	7	22	3	27	-2.9	103	5	1	100
Cc1ccc(CNC(=O)[C@H](C)[C@H]2C[C@]2(C)[C@H](NC(=O)OCc2ccccc2)c2ccccc2)o1	nt	-2	-40	1	4	-1.8	56	-35	8	51
O=Cc1c(-[n+]2ccccc2)nc([O-])n1-c1ccccc1	-1	6	-28	1	5	-0.3	88	8	-4	78
COCCn1nnnc1C(c1ccccc1)N1CCN(C)CC1 (centres undefined)	-2	13	30	-1	3	-0.5	90	5	-12	105
C=CCOC(=O)C1=C(C)OC(N)=C(C#N)C1c1ccc2c(c1)OCO2 (centres undefined)	-1	5	10	5	11	-2.2	89	-34	-1	100
CCC1(C)Cc2ccccc2-c2c1c(=O)n(Cc1ccccc1)c1nnnn21 (centres undefined)	-2	-10	-16	0	4	-3.0	84	14	-5	87
Cc1cc(-c2nnc(SCC(=O)Nc3ccccc3C(F)(F)F)o2)c(C)n1-c1ccccc1	3	-7	-5	1	1	0.2	95	-18	1	93
O=C(c1ccccc1)N(C1=NCCCCS1)c1ccccc1	-1	12	5	5	3	-0.1	97	-21	5	95
COc1ccc(C2=NNC(=O)CC2)cc1	-9	3	nt	2	8	-0.6	107	5	-2	100
COc1ccc(-n2c(C)c3c(OC)cccc(=O)c3c2C)cc1	1	-6	56*	2	nt	-2.1	86	-61	-5	94
O=C(COC(=O)Cn1cnc2ccccc21)NCCc1ccc(Cl)cc1	0	-8	4	1	6	0.7	101	-17	11	103
Cc1ccccc1NC(=O)Cn1c(NCC(C)O)nc2ccccc21 (centres undefined)	-8	6	nt	1	nt	-0.1	78	-14	6	88
Cc1cccc(NC(=O)COC(=O)c2cccc3c2C(=O)c2ccccc2C3=O)c1C	-5	-8	-6	1	4	-3.0	59	-40	3	49
Cc1cc(-c2ccco2)n(CC(=O)NCCCc2ccccc2)n1	0	-4	28	1	13	-0.9	89	35	-10	96
CC(C)c1nc(SCC(=O)N2CCOCC2)c2c(=O)n(C)c(=O)n(C)c2n1	0	5	nt	-1	4	-1.2	87	-32	-7	99
COc1ccc(CCCc2nnc(SCC(=O)Nc3ncc(C)s3)o2)cc1	1	-4	17	0	13	-3.1	79	-32	-26	87
CCCn1c(SCC(=O)Nc2nc(C)c(C(=O)OC)s2)nnc1C(C)C	0	-1	nt	1	31*	-3.7	92	-40	-17	94
COc1ccc(-c2c3c(=O)n(C)c(=O)n(C)c3cn2-c2cc(OC)ccc2OC)cc1	0	-4	nt	13	16	-2.6	71	-10	-11	75

Exported in markdown: entries from further up
| structure | Phagocytosis inh | GALR2 antag | E-sel TNF inh | NPY Y2 blocker | Measles CPE | MRP1 act | PTEN del growth | BB579 growth dn | Yeast life ext | HCT116 bCat-KO |
| --- | --- | --- | --- | --- | --- | --- | --- | --- | --- | --- |
| COc1ccc(C(c2sc3ncnn3c2O)N2CCN(c3ccccc3F)CC2)cc1OC (centres undefined) | -2 | -8 | 32 | 4 | 11 | 0.6 | 90 | -6 | -1 | 94 |
| COc1ccc(OC)c(N2C(N)=NC(N)=NC23CCCC3)c1 | 0 | 4 | 17 | 0 | 13 | -3.4 | 90 | -9 | -3 | 88 |
| CC1CCN(C(=O)c2ccc(CSc3nc4ccncc4n3Cc3ccc(F)cc3)cc2)CC1 | nt | -7 | -17 | 0 | 5 | -1.0 | 71 | -25 | 2 | 77 |
| COC(=O)c1cc2sccc2n1CC(=O)Nc1ccc(OC)c(OC)c1OC | 0 | -1 | -16 | 1 | 24 | -1.2 | 102 | -64 | -13 | 102 |
| Fc1ccccc1N1CCN(c2cnc3ccccc3n2)CC1 | 1 | -13 | nt | 10 | 2 | 0.7 | 71 | -45 | -16 | 75 |
| O=C(Cc1ccc(Cl)cc1)Nc1ccc2oc(-c3ccncc3)nc2c1 | 0 | -7 | -10 | 4 | 10 | -1.3 | 76 | -51 | -14 | 46 |
| CC(=O)Nc1ccc(NC(=O)c2ccccc2CC[N+](=O)[O-])cc1 | -2 | -6 | 11 | 6 | 3 | 0.7 | 94 | -24 | 10 | 95 |
| COc1ccc(NC(=O)c2c(NC(=O)CNCc3ccco3)sc3c2CCC3)cc1 | 4 | 4 | nt | 6 | 5 | -3.5 | 77 | -29 | -10 | 72 |
| CCC1C(=O)N=C(SCC(=O)Nc2ccccc2)NC1=O (centres undefined) | nt | -3 | -33 | 4 | 10 | 0.1 | 92 | 51* | nt | 96 |
| Cc1ccc(S(=O)(=O)N(C)C)cc1NC(=S)NC1CCCC(C)C1C (centres undefined) | 2 | 3 | 4 | 6 | 28 | -3.7 | 90 | -32 | -2 | 89 |
| CCn1cc(C(=O)NCCCN2CC(C)CC(C)C2)c2cc(OC)c(OC)cc2c1=O (centres undefined) | nt | 5 | -20 | 5 | 3 | -0.6 | 100 | -61 | -8 | 94 |
| CCN(CC)CCOc1ccc(Br)cc1 | nt | 0 | -4 | 2 | 8 | -1.9 | 93 | -29 | -5 | 89 |
